OX1R antag-1: blocks the human orexin 1 receptor | O43613 | AID 434989 | CHO/OX1R cells, Fluo-8 calcium fluorescence, orexin A | inhibition, % at 5 µM | 330,000 compounds, 0.43% hits;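 active means inhibition above its plate's threshold, mean inhibition of all tested compounds on the plate plus 3 SD, cut at about 37% in these data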;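 further: 0% = orexin A challenge wells and 100% = SB-334867-A antagonist wells; not every result past the cut was called active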
Target sequence (O43613 whole entry, looked up): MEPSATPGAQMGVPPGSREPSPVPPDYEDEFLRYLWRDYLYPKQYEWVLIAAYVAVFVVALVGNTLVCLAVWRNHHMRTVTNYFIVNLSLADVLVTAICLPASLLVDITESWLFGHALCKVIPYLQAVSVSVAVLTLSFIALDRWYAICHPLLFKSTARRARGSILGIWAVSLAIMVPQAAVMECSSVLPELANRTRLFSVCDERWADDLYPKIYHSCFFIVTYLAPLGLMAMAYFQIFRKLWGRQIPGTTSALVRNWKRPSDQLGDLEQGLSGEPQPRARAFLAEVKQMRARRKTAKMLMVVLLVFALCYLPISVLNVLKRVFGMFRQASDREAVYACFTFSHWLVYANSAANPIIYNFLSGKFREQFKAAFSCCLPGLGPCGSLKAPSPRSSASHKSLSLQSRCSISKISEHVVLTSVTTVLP
STK33 kinase inh: human STK33 kinase inhibition; inhibition, % at 10 µM; 320,000 compounds, 0.073% hits; purified STK33, MBP phosphorylation, ADP-Glo luminescence;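 active means inhibition at or above 25%, using the most active replicate where run in duplicate; inactive means inhibition below 25%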
Target sequence (Q9BYT3 whole entry, looked up): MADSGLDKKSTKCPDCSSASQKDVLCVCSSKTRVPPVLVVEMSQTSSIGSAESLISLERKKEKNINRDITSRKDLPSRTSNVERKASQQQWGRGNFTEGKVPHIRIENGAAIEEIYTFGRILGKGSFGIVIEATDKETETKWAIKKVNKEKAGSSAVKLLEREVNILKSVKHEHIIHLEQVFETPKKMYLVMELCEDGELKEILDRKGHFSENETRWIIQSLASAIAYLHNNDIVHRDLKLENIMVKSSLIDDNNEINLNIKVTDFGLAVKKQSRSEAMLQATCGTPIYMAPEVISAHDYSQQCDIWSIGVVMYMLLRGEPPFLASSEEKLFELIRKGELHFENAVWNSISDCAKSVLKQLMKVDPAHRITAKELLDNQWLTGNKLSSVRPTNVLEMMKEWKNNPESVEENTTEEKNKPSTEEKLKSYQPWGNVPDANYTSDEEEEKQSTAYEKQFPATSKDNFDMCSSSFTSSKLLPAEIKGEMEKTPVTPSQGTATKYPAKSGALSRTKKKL
OX1R antag-2: OX1R (human) antagonism; O43613; OX1R-expressing cells, FRET antagonist read-out; inhibition, % at 6.6 µM; 330,000 compounds, 1.8% hits; AID 485270; in the data active means inhibition mostly above about 38%, no sharp cut-off; inactive means mostly below about 40%;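 further: 0% = agonist challenge alone and 100% = reference antagonist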
* = called active by the depositor.

smiles | OX1R antag-1 | STK33 kinase inh | OX1R antag-2
Cc1nnc(SCC(=O)NNC(=O)c2ccc(F)cc2)n1Cc1ccccc1 | -4 | -0.5 | 10
CCCNC(=O)c1ccc(S(N)(=O)=O)cc1 | 6 | -0.4 | 9
COc1ccc(CNC(=O)[C@H](C)NC(=O)C2CCN(C(=O)[C@H](CCSC)NC(=O)OC(C)(C)C)CC2)cc1 | -23 | -0.1 | 18
O=S(=O)(c1ccc(NC(=S)NCCc2ccccc2)cc1)N1CCOCC1 | -3 | -1.2 | 17
CCCS(=O)(=O)N1CCC(C(=O)NCCc2ccc(C)cc2)CC1 | -8 | -0.8 | 25
CCOCCCNC(=O)C(NC(=O)c1ccc(NC(C)=O)cc1)c1ccc(OC)cc1 (stereo not given) | 6 | -0.7 | 23
CCC(C)(C)n1nnnc1C(c1cc2ccc(OC)cc2[nH]c1=O)N1CCc2ccccc2C1 (stereo not given) | -13 | -0.8 | 13
Cc1c[nH]c2cccc(OCC(O)CNC(C)(C)C)c12 (stereo not given) | -13 | 0.1 | 6
COc1cc(OC)cc(C(=O)NCC2CCCN(Cc3ccc(SC)cc3)C2)c1 (stereo not given) | -14 | 0.6 | 10
CCOC(=O)CCSc1nc(C)c2ccccc2n1 | -5 | -1.8 | 7
COc1cc(C(=O)Nc2oc(-c3ccccc3)c(-c3ccccc3)c2C#N)cc(OC)c1OC | -28 | -0.9 | 25
Cc1ccc(S(=O)(=O)n2nc(OC(=O)C(C)(C)C)cc2N)cc1 | -12 | 0.1 | 4
COc1cc(NS(=O)(=O)c2ccc(NC(=S)NC(=O)c3sc4ccccc4c3Cl)cc2)ncn1 | -8 | -0.7 | 14
COc1ccccc1-n1cnnc1SCC(=O)c1c[nH]c2ccccc12 | -10 | -1.3 | 25
Cc1cccc(CSc2nnnn2-c2ccccc2)c1 | -27 | -0.2 | 9
N#C/C(=C\c1ccc(N2CCOCC2)o1)C(=O)NCCc1ccccc1 | 19 | 1.8 | 26
C#CCOc1ccc2c(C)cc(=O)oc2c1 | -8 | -0.5 | 18
O=C(NCc1ccco1)C1(S(=O)(=O)c2ccc(Cl)cc2)CC1 | -17 | -0.3 | 8
CCOCCCNC(=S)NCCCNc1nc2ccc(C)cc2cc1C#N | -52 | 0.9 | 20
CCOC(=O)c1cc2oc(C(c3nnnn3C3CCCCC3)N3CCOCC3)cc2[nH]1 (stereo not given) | -18 | 0.3 | 9
COc1ccc(C(=O)N/C(=C\c2cn(S(=O)(=O)N(C)C)c3ccccc23)C(=O)N2CCOCC2)cc1 | -21 | 0.4 | 10
C=CCN(CC=C)C(=S)Nc1cc(Cl)ccc1OC | -6 | -0.3 | 13
Cn1c(CC(=O)Nc2ccccc2C(F)(F)F)c(Sc2ccccc2)c2ccccc21 | -39 | -0.8 | 27
O=C(CSc1nnnn1-c1ccc(Cl)cc1)N1CCNC1=O | -26 | -1.6 | 3
N#Cc1ccccc1OCC(=O)N1N=C(c2cccs2)CC1c1ccco1 (stereo not given) | 6 | 0.6 | 17
c1ccc(CNc2nc(NCc3ccccc3)c3ccccc3n2)cc1 | 89* | 1.9 | 7
COc1cc(C(=O)N/C(=C\c2cn(S(=O)(=O)N(C)C)c3ccccc23)C(=O)NCCCO)cc(OC)c1OC | -7 | 0.4 | 8
CCn1c(=O)c2cc(S(=O)(=O)NC3CCCCC3)ccc2n(CC)c1=O | -20 | 1.1 | 16
Cc1cc(-c2nnc(CCC(=O)N(CC3CCC3)CC3CCCO3)o2)no1 (stereo not given) | -18 | -2.9 | 36
CCn1c2ccccc2c2cc(NC(=O)CSc3nnc(-c4cccc(Cl)c4)o3)ccc21 | -42 | -1.5 | 2
COc1ccc(CCNC(=O)[C@H](CCSC)NC(=O)N2CCn3c2nc2ccccc23)cc1OC | -20 | -0.2 | 14
O=c1[nH]c(N2CCCCC2)nc2ncn(Cc3ccccc3)c12 | 7 | -0.1 | 8
CCC(C)c1ccc(NC(=O)C2CCCN(c3ncccn3)C2)cc1 (stereo not given) | -33 | -0.5 | 21
COc1ccc(-n2c(SCC(=O)N/N=C(\C)c3cccnc3)nc3ccccc3c2=O)cc1 | -8 | -0.6 | 6
c1ccc(OCCCc2nc(-c3cccnc3)no2)cc1 | -3 | 1.5 | 21
OC[C@H]1OC(O)[C@H](O)[C@@H]1O (stereo not given in full) | 2 | -3.0 | 12
Cc1ccccc1NC(=O)Cc1nc(COC(=O)c2cc([N+](=O)[O-])ccc2NCCO)cs1 | -16 | -0.1 | 25
CN(C)CCn1c(NC(=O)c2ccc(Cl)cc2)nc2ccccc21 | -24 | -0.1 | 13
O=C(Oc1cccc(F)c1)c1ccc2c(=O)n3c(nc2c1)CCC3 | -20 | -0.7 | 15
O=C(NCCN1CCCC1)c1ccc(Cl)cc1Cl | -8 | -0.9 | -11
COc1ccc(CSc2n[nH]c(C)n2)cc1[N+](=O)[O-] | 3 | -2.6 | 14
CCc1ccccc1N(CC(=O)NCCc1ccccc1)C(=O)CCC(=O)Nc1ccccn1 | -22 | -1.3 | 30
CCOP(=O)(OCC)c1ccc2ccc3ccccc3c(=O)c2c1 | -19 | 4.9 | 11
CCOC(=O)N1CCC(NC(=O)C2CCN(C(=O)c3cc4sccc4n3CC)CC2)CC1 | -18 | -0.8 | 6
CC(=O)NC(=S)Nc1ccccc1N1CCN(C(=O)c2ccccc2)CC1 | -22 | -1.3 | 5
Cc1onc(-c2ccccc2Cl)c1C(=O)OCc1cnc(Cl)s1 | -31 | 0.7 | 17
COc1ccc([N+](=O)[O-])cc1NC(=O)c1ccc(Br)s1 | -5 | 0.5 | 12
Cc1ccc(NCc2nnc(SCC(=O)Nc3ccccc3)n2CC2CCCO2)c(C)c1 (stereo not given) | -10 | 1.1 | 57
Cc1cccn2cc(-c3ccc4c(c3)NC(=O)CO4)nc12 | -7 | -0.6 | 36
Cc1ccc(C2Nc3cccc4cccc(c34)N2)cc1 | -10 | 1.3 | 10
COc1ccc(/C=N/NC(=O)c2cccnc2)cc1CN1CCc2ccccc2C1 | -17 | -1.2 | 9
O=C(Nc1ccccc1O)c1ccccc1O | 9 | 8.8 | 13
COc1cc(C(=O)Nc2cccc3ncccc23)cc(OC)c1OC | -25 | -0.7 | 14
O=C(CNCc1ccc(Cl)cc1)NCc1ccco1 | -24 | 1.1 | 20
CCn1c(SCC(=O)Nc2ccc(NC(C)=O)cc2)nnc1C1CC1 | -7 | -0.2 | 13
Nn1c(Cc2cccc3ccccc23)nnc1SCC(=O)N1CC(=O)Nc2ccccc21 | -10 | 1.4 | 20

(listing goes on)
smiles | OX1R antag-1 | STK33 kinase inh | OX1R antag-2
COC(=O)C1=C(C(=O)OC)[C@@H]2N(C)c3ccccc3[C@@]23C[C@@H](C(=O)OC)N(C(=O)COCc2ccccc2)C3=N1 | -43 | 0.0 | 29
Cc1cc(NC(=O)c2cccc(F)c2)ncc1NC(=O)c1ccco1 | -13 | 3.1 | 20
COc1ccc(N(CC(=O)Nc2ccc(C)cc2C)S(=O)(=O)c2c(C)n[nH]c2C)cc1 | -10 | -1.5 | 8
C/C(=N\NC(=O)C1(C)CC1(Br)Br)c1cccc(NC(=O)C(C)(C)C)c1 (stereo not given) | -4 | -2.2 | 26
CCOc1ccccc1CN1CCNC(=O)C1CC(=O)N(C)CCc1cnn(C)c1 (stereo not given) | -17 | -0.7 | 6
CCCOC(=O)c1c(NC(=O)/C=C/c2cnn(C)c2C)sc(C(=O)OCC)c1C | -18 | -2.4 | 14
S=C(N/N=C/c1cccc2ccccc12)Nc1cccc(Cl)c1 | -33 | -0.1 | 5
O=C(c1cccc([N+](=O)[O-])c1)N1CCN(C/C=C/c2ccccc2)CC1 | -14 | 0.0 | 3
Cc1cc(S(=O)(=O)NCCCn2ccnc2)c(C)cc1Cl | -29 | 1.3 | -5
CCN(c1cccc2ccccc12)S(=O)(=O)c1cccs1 | -14 | -0.5 | 5
O=C1CC(c2ccc3c(c2)OCO3)C2=C(CCCC2=O)N1 (stereo not given) | -18 | -0.6 | 14
O=C(Cc1n[nH]c(=O)c2ccccc12)NCc1ccccc1 | -14 | 0.2 | 13
O=C(OCC(=O)N(CCc1ccccc1)Cc1ccccc1)c1ccccc1O | -12 | -0.3 | 18
CN(C)CCNC(=O)c1cccc(S(=O)(=O)Nc2ccccc2F)c1 | 2 | -0.7 | 9
CCC(=O)Nc1nnc(SCc2ccc(F)cc2)s1 | -8 | 0.2 | 13
O=C(NCc1ccco1)c1nc2c(nnn2Cc2cccc(Cl)c2)c(=O)[nH]1 | -24 | 0.3 | 6
CCCc1[nH]n(-c2ccc([N+](=O)[O-])cc2)c(=O)c1C=NCCc1ccc(OC)c(OC)c1 | -12 | 0.0 | -14
Cc1cccc2nc(C(=O)Nc3cccc(C(=O)NC4CC4)c3)cn12 | -17 | -0.7 | 2
O=C1C(C2=NC(C(=O)O)C3C(=O)N(c4ccccc4)C(=O)C23)=C(O)c2ccccc21 (stereo not given) | 4 | -0.1 | 13
COc1ccc(S(=O)(=O)NCC(=O)N(CC(=O)NCC2CCCO2)c2ccccc2C)cc1 (stereo not given) | -14 | 0.2 | 26
O=C(NC1CCCCC1)C(c1cccs1)N(C(=O)c1ccco1)c1ccc2c(c1)OCCO2 (stereo not given) | -33 | 0.6 | 26
Cc1ccccc1N/N=C/c1sc(=O)n(Cc2cccc(C(=O)O)c2)c1Cl | 6 | -6.3 | 27
O=C(O)CCn1c2ccccc2c2nc3ccccc3nc21 | -8 | 2.4 | 49*
CCCc1cc(N2CCN(C(=O)c3ccco3)CC2)n2c(nc3ccccc32)c1C#N | -20 | 2.0 | 31

A stretch of the results above, for reference:
smiles | OX1R antag-1 | STK33 kinase inh | OX1R antag-2
CCCc1[nH]n(-c2ccc([N+](=O)[O-])cc2)c(=O)c1C=NCCc1ccc(OC)c(OC)c1 | -12 | 0.0 | -14
Cc1cccc2nc(C(=O)Nc3cccc(C(=O)NC4CC4)c3)cn12 | -17 | -0.7 | 2
O=C1C(C2=NC(C(=O)O)C3C(=O)N(c4ccccc4)C(=O)C23)=C(O)c2ccccc21 (stereo not given) | 4 | -0.1 | 13
COc1ccc(S(=O)(=O)NCC(=O)N(CC(=O)NCC2CCCO2)c2ccccc2C)cc1 (stereo not given) | -14 | 0.2 | 26

The results go on.
smiles | OX1R antag-1 | STK33 kinase inh | OX1R antag-2
CCc1c(C)[nH]c2c(C)cccc2c1=O | -2 | -1.3 | 15
N#Cc1ccccc1S(=O)(=O)N1CCN(c2ccc(S(=O)(=O)N3CCOCC3)cn2)CC1 | -7 | 0.1 | 15
O=C(O)CNC(=O)/C(=C\c1ccc2c(c1)OCO2)NC(=O)c1ccc(Br)cc1 | -28 | -2.5 | 13
O=C(/C=C/c1ccc(Cl)cc1Cl)NCCSCc1ccccc1 | -23 | -1.8 | 15
CC(=O)Nc1ccc(OCC(O)Cn2c3ccccc3c3ccccc32)cc1 (stereo not given) | 5 | 0.7 | 12
CCOc1ccc(S(=O)(=O)Nc2cccc(C(=O)N3CCN(c4ccc(OC)cc4)CC3)c2)cc1 | -27 | -1.6 | 15
Cc1ccc(C(=O)NCC(=O)OCn2nnc3ccccc3c2=O)cc1 | 7 | 0.7 | 2
CCN(C[C@H]1N[C@@](Cc2ccccc2)(C(=O)OC)[C@H]2C(=O)N(C)C(=O)[C@@H]12)C(=O)NC(C)C | -15 | -0.1 | 6
CC1(C)Cc2c(sc(NC(=O)C(=O)N3CCCCC3)c2C(N)=O)CO1 | -6 | 0.4 | 7
Cc1ccc2onc(CC(=O)O)c2c1 | -2 | -1.6 | 4
CCOc1ccccc1NC(=O)CCCn1cc([N+](=O)[O-])cn1 | -9 | -1.6 | 8
O=S(=O)(c1ccc(F)cc1)N1CCC2(CC1)OCCN2S(=O)(=O)c1cccs1 | -13 | -1.6 | 18
O=C(OCc1ccc(F)cc1)c1cccnc1Cl | -15 | -0.8 | 7
OCC1(Cc2ccccc2)CCN(Cc2cnc(-c3ccc(Cl)cc3)nc2)CC1 | -25 | 0.2 | 29
CC(=O)Oc1oc(-c2ccccc2)nc1C=Nc1ccccc1 | -19 | 2.0 | 11
CNS(=O)(=O)c1ccc(NC(=O)C2c3ccccc3Oc3ccccc32)cc1 | -3 | -0.4 | 16

Results in STK33 kinase inh, for 2 of the compounds above:
mol | STK33 kinase inh
O=S(=O)(c1ccc(F)cc1)N1CCC2(CC1)OCCN2S(=O)(=O)c1cccs1 | -1.6
O=C(OCc1ccc(F)cc1)c1cccnc1Cl | -0.8

Continued.
smiles | OX1R antag-1 | STK33 kinase inh | OX1R antag-2
CCNC(=O)C1Cc2cc(S(=O)(=O)N3CCCC3)ccc2N1C(C)=O (stereo not given) | -14 | -2.0 | 11
CN(C(=O)CSc1nnc2ccccn12)C1CCS(=O)(=O)C1 (stereo not given) | -10 | -0.7 | 10
CCOC(=O)Cn1cc(C(=O)C(=O)N2CCOCC2)c2ccccc21 | 5 | -0.2 | -1
Cc1ccc(C(=O)NCC(=O)OCC(=O)Nc2cccc(S(=O)(=O)N3CCCC3)c2)cc1C | -14 | -1.8 | 19
O=c1c(-n2cncn2)c[nH]n1-c1cccc(Cl)n1 | -18 | 1.6 | 18
O=C(NCc1ccco1)/C(=C/c1ccc(F)cc1)NC(=O)c1ccccc1 | -11 | -0.3 | 15
CSc1ccc(/C=C/C(=O)c2c(O)cc(C)oc2=O)cc1 | -17 | 1.4 | 9
COc1ccc(/C=N/NC(=O)c2ccccc2O)cc1CSc1ccccn1 | -8 | -0.8 | 46

Assay outcomes: PubChem, several laboratories

No enrichment for hits; overall some 2.2% were active at least once.
